Coupling enz – counter-screen for Giardia aldolase inhibitors: coupling enzyme system; 290,000 tested, 0.67% active; activity change, negative = inhibition, % at 58.2 µM, hits read low; coupling enzyme system counterscreen, AmpLite Red fluorescence; in the data active means activity change below about -30%; further: on the % scale 0 is the no-effect control and ±100 the full control effect
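Fluorescence at 525 nm excitation and 598 nm emission measured inhibition of the coupled detection system without aldolase. Compounds (at 57.5 uM final) were preincubated 10 min at room temperature with coupling enzyme reagent before a 20 min substrate/AmpLite Red step.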
ASM inhibitor – inhibitors of human secretory acid sphingomyelinase | placental ASM, HMU-PC fluorogenic substrate, 60 min | P17405 | Potency, µM (top dose mostly 57.5 µM), for inactives: at the top dose activity change, negative = inhibition, actives largely listed as inhibitors | 340,000 tested, 0.006% active; further: potency means the concentration at half of the fitted maximal effect
Target sequence (P17405 47-631 limits assumed): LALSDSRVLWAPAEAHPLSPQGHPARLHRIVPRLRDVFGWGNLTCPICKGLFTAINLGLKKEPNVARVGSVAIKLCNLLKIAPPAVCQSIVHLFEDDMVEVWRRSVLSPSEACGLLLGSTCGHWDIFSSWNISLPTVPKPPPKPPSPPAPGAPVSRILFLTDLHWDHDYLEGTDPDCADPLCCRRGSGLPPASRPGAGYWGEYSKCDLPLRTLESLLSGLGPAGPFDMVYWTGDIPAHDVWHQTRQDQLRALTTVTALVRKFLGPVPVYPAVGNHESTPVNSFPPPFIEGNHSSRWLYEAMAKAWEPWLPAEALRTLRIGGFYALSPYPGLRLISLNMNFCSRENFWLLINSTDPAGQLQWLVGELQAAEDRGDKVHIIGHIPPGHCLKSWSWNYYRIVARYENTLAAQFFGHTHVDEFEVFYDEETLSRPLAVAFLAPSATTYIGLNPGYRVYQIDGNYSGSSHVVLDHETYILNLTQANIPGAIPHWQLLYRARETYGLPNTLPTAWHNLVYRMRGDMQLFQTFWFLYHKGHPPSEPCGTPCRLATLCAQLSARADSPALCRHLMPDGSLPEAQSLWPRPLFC
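Human placenta-derived ASM preincubated with compound 10 min at room temperature, then reacted with 9 uM (final) fluorogenic HMU-PC substrate for 60 min at 37 C. Stop solution raises pH to 10; fluorescence read at Ex 386/Em 447 nm.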
KCNH2 WT inh – blocks the wildtype human KCNH2 potassium channel. U2OS, BacMam KCNH2, thallium flux FluxOr; hits give low values. activity change, % at 1.84 µM. 340,000 tested, 0.37% active. AID 720551;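 active means maximum activity change below -70%; inconclusive means maximum activity change between -70% and -50%; inactive means maximum activity change above -50%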; further: on the % scale 0 is the no-effect control and ±100 the full control effect
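U2OS cells transduced with wild-type KCNH2 virus are loaded with FluxOr dye for 45 min, and thallium flux is measured in kinetic reads before and after stimulation buffer. Rate constants are normalized to DMSO controls.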
Integrin act MD – integrin-mediated muscular dystrophy alleviation activation. alpha7betagal myoblasts, beta-gal FDG fluorescence, 48 h. Potency, µM (top dose mostly 38.3 µM), inactives show at the highest dose activation, usual class: activators. 350,000 tested, 0.064% active. AID 624291;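 further: potency means the concentration at half of the fitted maximal effect; 100% = response of the positive control SU9516; nearly all actives have a fitted effect of over 60% in size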
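alpha7betagal+/- myoblasts (passage 13, 250/well) treated 48 h at 37C with compounds at 1:260 dilution of DMSO stock. Lysed, then beta-galactosidase activity read as FDG fluorescence (ex 480/em 540) after 30 min, with pre-read for autofluorescence.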
KCNH2 3.1 block – blocks the human KCNH2 3.1 channel isoform; U2OS KCNH2 3.1, thallium flux FluxOr; hits give low values; activity change, % (tested at about 1.8 µM); 340,000 tested, 0.95% active; AID 720553;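 active means maximum activity change below -70%; inconclusive means maximum activity change from -70% to -50%; inactive means maximum activity change above -50%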;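 further: thallium influx rate constant from kinetic fluorescence after stimulation buffer; on the % scale 0 is the no-effect control and ±100 the full control effect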
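Steps: virus added to U2OS suspension (4 h, RT, dark); medium with 10% FBS added, cells plated, 37 C overnight; FluxOr/Red40 loading buffer 45 min RT; stimulation buffer, 2 min kinetic read; rate constant normalized.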
MBNL1-CUG inh – blocks human MBNL1 binding to CUG repeat RNA. Q9NR56. TR-FRET MBNL1-His/biotin-(CUG)12 binding, 665/545 ratio. Potency, µM (top dose mostly 57.5 µM), inactives show at the highest dose activity change, negative = inhibition, usual class: inhibitors. 280,000 tested, 0.036% active. AID 2675; active means well fitted inhibition curve with a large enough effect in the signal ratio, with a control signal flat, not every such curve was filed as active; inconclusive means small, poorly fitted or top-dose-only effect, or effect the other way, or a change in a side signal; inactive means no such curve, though single readings can be large or run the other way; the % refers to the signal ratio; further: potency means the concentration at half of the fitted maximal effect; on the % scale 0 is the no-effect control and ±100 the full control effect
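TR-FRET readout: Ex 340 nm, 665/545 nm emission ratio, normalized to buffer-only (basal) and MBNL1-(CUG)12 controls. Complex of MBNL1-His with Biotin-(CUG)12, compounds 92 nM–58 uM, incubated 60 min at room temperature.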
GALK inh – galactokinase (human) inhibition. 270,000 tested, 0.007% active. AID 1868. P51570. Potency, µM (highest dose often 57.5 µM), inactives show top-dose activity change, negative = inhibition, usual class: inhibitors. Purified GALK, Kinase-Glo residual ATP luminescence; further: potency means the concentration at half of the fitted maximal effect; on the % scale 0 is the no-effect control and ±100 the full control effect
Target sequence (P51570 whole entry, looked up): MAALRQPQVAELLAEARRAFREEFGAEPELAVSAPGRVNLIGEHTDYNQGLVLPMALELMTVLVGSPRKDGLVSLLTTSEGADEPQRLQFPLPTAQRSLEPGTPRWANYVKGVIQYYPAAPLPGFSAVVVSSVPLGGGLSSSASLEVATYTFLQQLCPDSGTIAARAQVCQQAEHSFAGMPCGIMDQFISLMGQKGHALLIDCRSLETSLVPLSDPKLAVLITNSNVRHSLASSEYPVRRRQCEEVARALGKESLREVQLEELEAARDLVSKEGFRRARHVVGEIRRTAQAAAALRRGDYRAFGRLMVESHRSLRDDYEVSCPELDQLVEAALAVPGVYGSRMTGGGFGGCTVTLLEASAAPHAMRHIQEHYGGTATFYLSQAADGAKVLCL
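Galactose (100 uM) and ATP (35 uM) were turned over by 5 nM GALK for 1 h at RT. Kinase-Glo Plus then converted the remaining ATP into a luminescent signal.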
TRPV1 agonist – agonists of human vanilloid receptor 1 (TRPV1); Q8NER1; TRPV1-expressing cells, Fluo-8 calcium influx, agonist mode; activation, % at 8.33 µM; 320,000 tested, 0.19% active; in the data active means activation above about 80%; inconclusive means between about 30% and that limit; further: 0% is about no effect
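Cells expressing TRPV1 were dye-loaded with Fluo-8 and read kinetically: 10 s baseline, 3 min after compound (agonist portion), then 2 min after EC20 capsaicin (allosteric enhancer portion). Calcium-bound dye fluorescence at 480/520 nm.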
AT treatment – potential ataxia-telangiectasia treatment; […] A-T fibroblasts, KAP-1 phosphorylation AlphaLISA; neocarzinostatin DNA damage 30 min before lysis; Potency, µM (highest dose often 57.5 µM), for the others: top-dose activation, usual class: activators; 320,000 tested, 0.19% active; further: potency means the concentration at half of the fitted maximal effect; % of control where 0% means no effect; nearly all actives have a fitted effect of over 45% in size
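ATM-like activity read as KAP-1 phosphorylation via AlphaLISA donor/acceptor antibody pairs after lysis and 6 hr at 25C. Cells were ATM-null patient fibroblasts ([…], hTERT), dosed 60 min, then exposed to the DSB inducer NCS for 30 min.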
CXXC DNA block – inhibitors of human MLL CXXC domain-DNA interaction. Potency, µM (titrated, usually from 115 µM), inactives show at the top dose activity change, negative = inhibition, hits mostly inhibitors. AID 2662. MLL-CXXC / FITC-HOXA9 DNA fluorescence polarization. 290,000 tested, 0.037% active; active means well fitted inhibition curve with a large enough effect in the polarisation, with a control signal flat, not every such curve was filed as active; inconclusive means small, poorly fitted or top-dose-only effect, or effect the other way, or a change in a side signal; inactive means no such curve, though single readings can be large or run the other way; the % refers to the polarisation; further: potency means the concentration at half of the fitted maximal effect
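Steps: dispense CXXC domain solution (7 uM) → pin compounds or unlabeled HOX-A9 DNA control → 5 min ambient → add FLSN-HOX-A9 solution (50 nM) → spin → 30 min ambient → fluorescence polarization. Tris pH 7.5/NaCl/DTT/BSA buffer.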
Numbers without * were called inactive; [ ] = remark or other dose. Unless noted, the call rests on the fitted dose curve; in most records, active means well fitted curve in the direction sought with a large enough effect; inconclusive means small, poorly fitted or top-dose-only effect, or another doubt; inactive means no such curve, though single readings can be large; an effect the other way counts as inactive or inconclusive.

Screening COC(=O)/C(C#N)=C\c1c(OC)[nH]c2ccccc12 returned Coupling enz 1, ASM inhibitor -6%, KCNH2 WT inh 2, Integrin act MD 45%, KCNH2 3.1 block 24, MBNL1-CUG inh 17%, GALK inh 10%, TRPV1 agonist -2, AT treatment -10% and CXXC DNA block 0%.
For COc1ccc(C2=NN(CN3C(=O)C(=O)c4ccccc43)C(c3ccc(OC)cc3)C2)cc1 (configuration not stated) the results were Coupling enz -3, ASM inhibitor -17%, Integrin act MD 0%, KCNH2 3.1 block 6, MBNL1-CUG inh inconclusive, TRPV1 agonist -1, AT treatment -10% and CXXC DNA block 1%.
`Cc1ccc(C)c(NC(=S)c2ccc3ccccc3n2)c1` gave Coupling enz -3, ASM inhibitor -1%, KCNH2 WT inh 3, Integrin act MD 3%, KCNH2 3.1 block -15, MBNL1-CUG inh inconclusive, GALK inh 0%, TRPV1 agonist -1, AT treatment 6% and CXXC DNA block -1%.
CCCCOc1ccc(-c2cn3ccccc3n2)cc1[N+](=O)[O-] was read as Coupling enz -1, ASM inhibitor -13%, KCNH2 WT inh -3, Integrin act MD 7%, KCNH2 3.1 block 0, MBNL1-CUG inh 12%, GALK inh 3%, TRPV1 agonist 26, AT treatment -6% and CXXC DNA block 5%.
`N#Cc1c(CSCC(=O)O)cc(=O)n2c1[nH]c1ccccc12` gave Coupling enz 1, ASM inhibitor 48%[activator], KCNH2 WT inh -1, Integrin act MD 10%, KCNH2 3.1 block 17, MBNL1-CUG inh inconclusive, TRPV1 agonist 0, AT treatment -5% and CXXC DNA block 4%.
For O=S(=O)(c1cc(Cl)sc1Cl)N1CCCC1 the results were Coupling enz -2, ASM inhibitor 2%, KCNH2 WT inh -3, Integrin act MD -16%, KCNH2 3.1 block -13, MBNL1-CUG inh -9%, TRPV1 agonist 0, AT treatment -1% and CXXC DNA block 7%.
`O=C1NC(=Nc2ccccc2)CS1` gave Coupling enz 4, ASM inhibitor 2%, KCNH2 WT inh 0, Integrin act MD inconclusive, KCNH2 3.1 block -18, MBNL1-CUG inh -3%, GALK inh -3%, TRPV1 agonist -1, AT treatment 11µM* and CXXC DNA block -3%.
Screening O=S(=O)(c1ccccc1C(F)(F)F)N1C=CC(C(F)(F)F)=NCC1 returned Coupling enz -3, ASM inhibitor -3%, KCNH2 WT inh 1, Integrin act MD 0%, KCNH2 3.1 block 30, MBNL1-CUG inh 6%, TRPV1 agonist 1, AT treatment -4% and CXXC DNA block 4%.
For Cc1ncnc(N)c1CCCNc1ccccc1 the results were ASM inhibitor 0%, KCNH2 WT inh 3, Integrin act MD 0% and KCNH2 3.1 block -1.
`Cc1cccc(NC(=O)c2cccc(S(=O)(=O)NCc3ccccc3)c2)n1` gave KCNH2 WT inh 1, Integrin act MD 12%, KCNH2 3.1 block -2, TRPV1 agonist 0 and AT treatment -3%.
For CCCCOC(=O)NC1CCS(=O)(=O)C1 (configuration not stated) the results were Coupling enz 3, ASM inhibitor 1%, KCNH2 WT inh 0, Integrin act MD -6%, KCNH2 3.1 block 21, MBNL1-CUG inh -9%, GALK inh 2%, TRPV1 agonist 4 and CXXC DNA block -12%.
Screening CCCC1c2ccsc2CCN1C(=S)NC (configuration not stated) returned Coupling enz 1, ASM inhibitor 3%, KCNH2 WT inh 2, Integrin act MD 6%, KCNH2 3.1 block 3, MBNL1-CUG inh 0%, TRPV1 agonist -4, AT treatment 0% and CXXC DNA block -9%.

Two successive compounds from above:
For CCCCOC(=O)NC1CCS(=O)(=O)C1 (configuration not stated) the results were Coupling enz 3, ASM inhibitor 1%, KCNH2 WT inh 0, Integrin act MD -6%, KCNH2 3.1 block 21, MBNL1-CUG inh -9%, GALK inh 2%, TRPV1 agonist 4 and CXXC DNA block -12%.
Screening CCCC1c2ccsc2CCN1C(=S)NC (configuration not stated) returned Coupling enz 1, ASM inhibitor 3%, KCNH2 WT inh 2, Integrin act MD 6%, KCNH2 3.1 block 3, MBNL1-CUG inh 0%, TRPV1 agonist -4, AT treatment 0% and CXXC DNA block -9%.

New compounds follow:
For CC(C)CCNC(=O)C1CCC(=O)N1C(C)C (configuration not stated) the results were Coupling enz 0, ASM inhibitor 0%, KCNH2 WT inh 6, Integrin act MD 20%, KCNH2 3.1 block 6, MBNL1-CUG inh -5%, GALK inh -2%, TRPV1 agonist 7, AT treatment -5% and CXXC DNA block -6%.
For CC1CCCCN1CCNC(=O)c1cc2c(-c3ccccc3F)nn(C)c2s1 (configuration not stated) the results were Coupling enz -1, ASM inhibitor -1%, KCNH2 WT inh 1, Integrin act MD -10%, KCNH2 3.1 block 12, MBNL1-CUG inh 1%, GALK inh 3%, TRPV1 agonist 3, AT treatment 4% and CXXC DNA block -1%.
O=C(Nc1ccccn1)c1cc2ccccc2cc1O was read as Coupling enz -4, ASM inhibitor -1%, KCNH2 WT inh 0, Integrin act MD -17%, KCNH2 3.1 block 7, MBNL1-CUG inh -4%, GALK inh 10%, TRPV1 agonist 20, AT treatment -6% and CXXC DNA block 0%.
`CC(C)Oc1ccc(C2NC(=O)c3ccccc3O2)cc1` (configuration not stated) gave Coupling enz 1, ASM inhibitor 1%, KCNH2 WT inh 14, Integrin act MD -12%, KCNH2 3.1 block 1, MBNL1-CUG inh -1%, GALK inh 3%, TRPV1 agonist 4, AT treatment 6% and CXXC DNA block 1%.
`CC(C)COc1ccc(C(=O)Nc2sc3c(c2C(=O)O)CC(C)(C)OC3)cc1` gave Coupling enz 10, ASM inhibitor 5%, KCNH2 WT inh 0, Integrin act MD 8%, KCNH2 3.1 block -7, MBNL1-CUG inh 18%, GALK inh -16%, TRPV1 agonist -2, AT treatment -4%[11.5 µM] and CXXC DNA block 3%.
Screening O=C(Nc1cccc(-c2nn[nH]n2)c1)c1ccc(Cl)s1 returned Coupling enz 1, ASM inhibitor 12%, KCNH2 WT inh -4, Integrin act MD 2%, KCNH2 3.1 block -3, MBNL1-CUG inh 0%, GALK inh -8%, TRPV1 agonist -7, AT treatment 18% and CXXC DNA block -15%.
Screening Cc1ccc(S(=O)(=O)N2c3ccccc3NC(=O)CC2C)cc1 (configuration not stated) returned Coupling enz -2, ASM inhibitor 5%, KCNH2 WT inh 1, Integrin act MD 22%, KCNH2 3.1 block -3, MBNL1-CUG inh 4%, GALK inh -3%, TRPV1 agonist 2, AT treatment 4% and CXXC DNA block -6%.
`CC(Oc1ccc(Cl)cc1Cl)C(=O)N(Cc1ccco1)C1CCS(=O)(=O)C1` (configuration not stated) gave Coupling enz 2, ASM inhibitor -2%, KCNH2 WT inh -6, Integrin act MD -7%, KCNH2 3.1 block 9, MBNL1-CUG inh -6%, GALK inh -2%, TRPV1 agonist 0, AT treatment 0% and CXXC DNA block -5%.
CCOc1cc(C(=O)NC(C)c2ccncc2)cc(OCC)c1OCC (configuration not stated) was read as Coupling enz 8, ASM inhibitor 1%, KCNH2 WT inh 11, Integrin act MD 3%[7.66 µM], KCNH2 3.1 block 27, MBNL1-CUG inh -7%, GALK inh 3%, TRPV1 agonist -1, AT treatment 5% and CXXC DNA block -4%.
For COc1ccccc1C(=O)COC(=O)CNS(=O)(=O)c1ccc(NC(C)=O)cc1 the results were ASM inhibitor -2%, KCNH2 WT inh 3, Integrin act MD -3%, KCNH2 3.1 block 13, MBNL1-CUG inh -1%, GALK inh 3%, TRPV1 agonist 3, AT treatment 29% and CXXC DNA block 1%.
`COc1cc(C(=O)OCC(=O)Nc2cc(C)on2)ccc1OCc1ccccc1Cl` gave Coupling enz 3, ASM inhibitor 1%, KCNH2 WT inh -1, Integrin act MD 10%, KCNH2 3.1 block 8, MBNL1-CUG inh -2%, GALK inh 5%, TRPV1 agonist 3, AT treatment 0% and CXXC DNA block 3%.
For CN1CCc2c(sc3nc(NCCO)n(-c4cccc(Cl)c4)c(=O)c23)C1 the results were Coupling enz 3, ASM inhibitor 52%, KCNH2 WT inh 1, Integrin act MD 34%, KCNH2 3.1 block 3, MBNL1-CUG inh 5%, GALK inh 4%, TRPV1 agonist -1, AT treatment 9% and CXXC DNA block inconclusive.
`COCCN(C(=S)Nc1ccc(OC)c(Cl)c1)C1CCN(C(C)C)CC1` gave Coupling enz 0, ASM inhibitor 5%, KCNH2 WT inh -5, Integrin act MD -40%, KCNH2 3.1 block -13, MBNL1-CUG inh -4%, GALK inh -3%, TRPV1 agonist 2, AT treatment -4% and CXXC DNA block 3%.
Cn1c2ccccc2c(=O)c2ccc(NCCc3cccs3)cc21 was read as ASM inhibitor inactive, KCNH2 WT inh 5, Integrin act MD 0%, KCNH2 3.1 block -1 and AT treatment inconclusive.
`CCOc1ccccc1CNCCN1CCOCC1` gave Coupling enz 4, ASM inhibitor -1%, KCNH2 WT inh -4, Integrin act MD 4%[7.66 µM], KCNH2 3.1 block 12, MBNL1-CUG inh 2%, GALK inh 0%, TRPV1 agonist 1, AT treatment -4% and CXXC DNA block -4%.
